Source: PubChem
CHRM4 PAM = positive allosteric modulators of human muscarinic M4 receptor; AID 624126; 360,000 compounds, 0.4% hits; activation, % at 3 µM; CHO-K1 hM4/Gqi5, Fluo-8 calcium fluorescence, ACh EC20; 0% = ACh EC20, 100% = maximal ACh;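 active = activation above its plate's cutoff, the mean activation of sample wells plus 3 SD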; note: some results filed as inactive read as strong as hits
CHRM4 agonist = CHRM4 agonism in calcium assay; P08173; CHO-K1 hM4/Gqi5, Fluo-8 calcium fluorescence; vehicle 0%, full acetylcholine response 100%; activation, % at 3 µM; 360,000 compounds, 0.14% hits; AID 624127;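 active = activation above the run mean over all test wells plus 3 SD, cut at about 32% in these data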;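 note: peak over basal fluorescence ratio per well then scaled between controls; 0% = DMSO wells and 100% = acetylcholine at EC100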
M5 antag = antagonists of human muscarinic M5 receptor (CHRM5). P08912. CHO-hM5 cells, Fluo-8 calcium fluorescence, ACh EC80. inhibition, % at 3 µM. 360,000 compounds, 0.59% hits. AID 624040;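 active = inhibition above a per-plate cutoff, the mean of that plate's test compounds plus 3 SD, cut at about 27% in these data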;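 note: 0% = acetylcholine EC80 with DMSO and 100% = DMSO without agonist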
M4 antag = antagonists of human muscarinic M4 receptor (CHRM4); 360,000 compounds, 0.73% hits; AID 624125; inhibition, % at 3 µM; CHO-hM4 cells, ACh EC80, Fluo-8 calcium fluorescence;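 active = inhibition above its plate's cutoff, the mean inhibition of sample wells plus 3 SD, cut at about 27% in these data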;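 note: 0% = acetylcholine EC80 with DMSO and 100% = DMSO without agonist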
IDE inh = inhibits human insulin-degrading enzyme in HEK cells. FAbetaB cleavage, fluorescence polarization. inhibition, % at 5.59 µM. AID 434962. 320,000 compounds, 0.41% hits;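 active = percent inhibition above the average of all tested compounds plus 3 SD, set per screening campaign, cut at about 16% in these data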;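 note: IDE supplied by intact live HEK cells; FP after avidin binding of uncleaved biotin substrate so inhibition keeps polarization high; 0% = DMSO wells and 100% = 60 µM reference IDE inhibitor Ii1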
Target sequence (P14735 whole entry, looked up): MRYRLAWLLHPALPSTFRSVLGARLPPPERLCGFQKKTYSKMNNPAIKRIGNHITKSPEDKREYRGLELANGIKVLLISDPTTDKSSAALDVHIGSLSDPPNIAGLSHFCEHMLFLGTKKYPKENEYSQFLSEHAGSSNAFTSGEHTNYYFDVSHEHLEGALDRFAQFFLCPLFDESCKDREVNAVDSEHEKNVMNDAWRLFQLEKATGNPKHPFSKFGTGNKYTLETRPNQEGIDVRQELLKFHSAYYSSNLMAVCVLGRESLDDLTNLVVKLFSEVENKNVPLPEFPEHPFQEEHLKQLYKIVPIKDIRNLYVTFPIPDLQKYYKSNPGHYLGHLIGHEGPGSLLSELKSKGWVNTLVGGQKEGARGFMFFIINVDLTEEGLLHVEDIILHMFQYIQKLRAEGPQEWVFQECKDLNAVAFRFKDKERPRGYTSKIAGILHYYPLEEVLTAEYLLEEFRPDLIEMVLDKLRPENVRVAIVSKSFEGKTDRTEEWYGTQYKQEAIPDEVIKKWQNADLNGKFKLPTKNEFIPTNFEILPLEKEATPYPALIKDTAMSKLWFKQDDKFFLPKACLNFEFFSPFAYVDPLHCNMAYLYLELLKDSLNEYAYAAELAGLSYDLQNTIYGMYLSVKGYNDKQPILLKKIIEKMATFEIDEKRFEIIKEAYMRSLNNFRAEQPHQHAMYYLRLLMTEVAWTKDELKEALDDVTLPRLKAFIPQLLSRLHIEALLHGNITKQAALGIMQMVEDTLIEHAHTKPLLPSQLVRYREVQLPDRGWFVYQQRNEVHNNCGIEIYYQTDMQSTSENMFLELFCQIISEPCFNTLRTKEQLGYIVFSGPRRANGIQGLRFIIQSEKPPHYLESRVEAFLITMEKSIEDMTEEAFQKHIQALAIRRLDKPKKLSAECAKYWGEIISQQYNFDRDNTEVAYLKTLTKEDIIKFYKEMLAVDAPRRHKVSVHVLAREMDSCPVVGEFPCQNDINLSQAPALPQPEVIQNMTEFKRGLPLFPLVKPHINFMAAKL
CRFR2-BP antag = blocks CRF-induced signaling of the CRF-BP/CRF-R2 complex; HEK293 CRF-R2/CRF-BP, CRF-induced calcium fluorescence; inhibition, % at 11.8 µM; 350,000 compounds, 0.59% hits; AID 588475;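 active = inhibition of the ligand-induced calcium signal above about 50% at the single tested concentration, limit read from the data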
CRFR2-BP ag = agonists of human CRF-binding protein/CRF-R2 receptor complex; HEK293 CRF-R2/CRF-BP, calcium dye fluorescence (FLIPR); percent of saturating CRF peptide response; activation, % at 13.2 µM; 350,000 compounds, 0.46% hits; AID 588473;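 active = activation of at least 50%, plus an integration ratio under a set limit after plate pattern correction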;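 note: plate controls were neutral control wells without compound for no effect and CRF at EC100 for full effect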
CHRM5 PAM = potentiates acetylcholine response at human M5 receptor; P08912; CHO-K1 hM5, Fluo-8 calcium, ACh EC20 PAM; 0% = ACh EC20, 100% = ACh EC100; activation, % at 3 µM; 360,000 compounds, 0.3% hits; AID 624038;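 active = activation above the run cutoff, the mean activation of all test compounds plus 3 SD, cut at about 18% in these data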
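system = human M5 receptor in CHO-K1 cells | compound = one concentration, 3 µM final (nominal) | schedule = Post-acetylcholine fluorescence recording 140 s | signal = Fluo-8 calcium dye fluorescence, kinetic read | benchmarks = low control EC20 acetylcholine (0%), high control EC100 acetylcholine (100%) | repeats = singlicate, one well per test compound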
CHRM5 agonist = CHRM5 agonism in calcium assay | P08912 | activation, % at 3 µM | CHO-K1 hM5 cells, Fluo-8 calcium fluorescence; 0% DMSO wells, 100% maximal acetylcholine response | 360,000 compounds, 0.19% hits;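 active = activation above the run's mean over test compounds plus 3 SD, cut at about 23% in these data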;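 note: signal is peak over basal fluorescence ratio across the kinetic read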
Active calls of the source: *; / = not tested or not shown.

cpd	molecule	CHRM4 PAM	CRFR2-BP ag	IDE inh	M5 antag	CHRM4 agonist	M4 antag	CHRM5 PAM	CRFR2-BP antag	CHRM5 agonist
1	CC(C)N1CCN(c2ccc(S(=O)(=O)N3CCOCC3)cn2)CC1	5.4	0.8	/	4.7	-0.1	-5.1	-1.2	1.3	-4.8
2	CCCC(=O)Nc1nnc(SCC)s1	2.9	0.1	0.3	10.2	0.5	-5.6	-1.2	-22.2	-4.4
3	Cc1[nH]c2c(C)cccc2c1CN1CCC(CO)(Cc2ccccc2)CC1	1.1	2.8	1.8	-7.5	7.3	-3.5	8.3	-2.3	-1.6
4	Cc1ccc(CN(C(=O)c2ccccc2[N+](=O)[O-])C2CCS(=O)(=O)C2)o1 (configuration not stated)	0.2	2.4	-1.7	-11.4	0.4	3.8	13.6	57.6*	0.7
5	O=C(C[n+]1ccc2ccccc2c1)c1ccc(NC(=O)c2ccccc2)cc1	-7.9	-1.3	8.1	13.1	0.8	10.3	-4.6	18.5	-8.4
6	CC1CCCC(C)N1C(=O)COC(=O)c1ccc2ccccc2n1 (configuration not stated)	3.5	0.5	7.2	-2.5	-0.1	-2.6	4.2	-11.1	1.1
7	Cc1cc(C)cc(NC(=O)C2CCCN2C(=O)NC2CCCCC2)c1 (configuration not stated)	6.8	-0.4	-0.4	7.4	0.1	-0.2	3.9	6.4	-2.2
8	O=C(Nc1ccc(Cl)cc1C(=O)Nc1ccncc1)c1ccco1	-13.6	-0.2	-0.6	6.1	7.6	3.9	-10.2	-20.1	1.4
9	COc1cccc(NC(=O)c2ccnc(N3CCC(C(=O)NCc4cc(OC)ccc4OC)CC3)c2)c1	1.6	0.2	0.7	-2.0	7.3	-7.4	-0.9	-3.3	-0.9
10	COc1ccc(CN(C)C(=O)C23CC4CC(CC(C4)C2)C3)c(OC)c1	-10.5	-0.2	-6.5	-3.3	0.6	-9.7	5.5	-5.2	0.1
11	Clc1ccc(-c2cc(-c3ccccc3)on2)cc1	7.2	0.9	2.5	-4.0	0.5	0.1	6.7	-2.8	3.8
12	C1CCC2(CC1)OCC1(CO2)COC2(CCCCC2)OC1	-6.7	-1.3	1.7	-1.5	-0.8	3.7	0.7	-0.3	0.2
13	Cc1cccc(C)c1NC(=O)CN(C)C(=O)CSC(=S)N1CCCC1	0.6	-1.1	-1.5	-2.3	0.0	-6.0	2.6	6.2	-2.6
14	CNC(=O)CS(=O)(=O)CC(=O)Nc1cc(OC(C)C)c(Cl)cc1Cl	19.6	-0.3	-0.8	0.3	-1.3	-19.8	0.4	-26.5	-3.3
15	Cc1ccc2c(c1)N(CCC(=O)NCC1COc3ccccc3O1)C(=O)CO2 (configuration not stated)	-8.1	-0.8	3.4	-9.4	2.3	14.4	-0.1	10.3	-0.5
16	COc1ccc(NC(=O)CSc2ccc3c4c(cccc24)C(=O)c2ccccc2-3)cc1	-1.0	103.9*	1.9	6.8	3.2	3.9	1.0	-111.7	1.7
17	Cc1ccc(S(=O)(=O)NCC23C=CC(O2)C2C(=O)N(c4ccccc4)C(=O)C23)cc1 (configuration not stated)	-3.0	-0.8	-0.6	2.1	0.8	-5.3	-2.6	-14.2	-2.3
18	Cc1ccc(C(=O)NCCCNc2ccc(C(F)(F)F)cc2[N+](=O)[O-])cc1	0.6	0.2	-4.8	-0.5	0.3	2.7	1.8	6.4	-1.1
19	CC(=O)c1c(C)[nH]c(C(=O)OCC(=O)N2CCc3ccccc32)c1C	-5.0	2.4	1.8	-2.4	6.4	-2.0	-5.4	-0.2	-2.5
20	Cc1ccc(C(=O)NCC(=O)OCC(=O)NC2CCS(=O)(=O)C2)cc1C (configuration not stated)	-1.9	1.1	5.8	-12.3	0.8	0.9	6.0	11.2	1.4
21	Cc1ccc(NC(=O)Cn2cc(S(=O)(=O)c3ccc(C)cc3)c(=O)c3cc(F)ccc32)cc1	2.3	8.6	-1.4	2.6	0.9	-8.3	-0.7	6.9	1.4
22	O=C(N/N=C/c1ccccn1)c1ccco1	5.8	-0.6	-0.7	-4.0	0.5	1.7	8.6	-2.1	-6.9
23	COc1ccc(C2c3sc(=O)[nH]c3SC3C(=O)N(c4ccccc4)C(=O)C32)cc1 (configuration not stated)	3.9	1.0	-0.3	1.7	2.2	-9.4	-6.6	1.7	2.6
24	COc1cccc(N2CCN(c3nc(-c4ccccc4C)cc(=O)[nH]3)CC2)c1	-6.7	2.6	/	-17.7	0.1	-3.8	-5.4	1.3	3.3
25	CCc1nc2oc3ccccc3c(=O)c2cc1C(=O)OC	1.3	1.4	/	3.5	0.6	-4.2	-0.2	3.3	-1.8
26	COCC(C)NS(=O)(=O)c1ccc(C)cc1 (configuration not stated)	-0.6	1.8	-1.3	2.2	0.8	0.8	-2.9	-7.1	-0.2
27	Nc1c(C(=O)CCC(=O)O)oc2ccc(Cl)cc12	4.1	0.3	-2.5	0.1	0.2	-4.3	-2.6	-10.5	-0.3
28	CCOC(=O)CNC(=S)N(Cc1ccccc1)Cc1ccccc1F	-1.5	-6.7	-3.7	1.0	2.6	-12.2	-2.7	-2.2	-12.3
29	CCOC(=O)/C(C#N)=C/c1cn(CCC(=O)O)nc1-c1ccc(Cl)cc1	2.4	0.6	-4.4	2.3	0.0	7.7	-3.4	-2.8	-2.6
30	Cc1csc2c(=O)n3c(nc12)CCCCC3	-8.8	-1.1	-2.4	-9.0	-2.5	15.5	2.6	-14.5	-11.2

2 entries picked at random from the list so far, as already listed:
cpd	molecule	CHRM4 PAM	CRFR2-BP ag	IDE inh	M5 antag	CHRM4 agonist	M4 antag	CHRM5 PAM	CRFR2-BP antag	CHRM5 agonist
28	CCOC(=O)CNC(=S)N(Cc1ccccc1)Cc1ccccc1F	-1.5	-6.7	-3.7	1.0	2.6	-12.2	-2.7	-2.2	-12.3
29	CCOC(=O)/C(C#N)=C/c1cn(CCC(=O)O)nc1-c1ccc(Cl)cc1	2.4	0.6	-4.4	2.3	0.0	7.7	-3.4	-2.8	-2.6

Further structures.
cpd	molecule	CHRM4 PAM	CRFR2-BP ag	IDE inh	M5 antag	CHRM4 agonist	M4 antag	CHRM5 PAM	CRFR2-BP antag	CHRM5 agonist
31	COc1cc(C(=O)NNC(=O)CN2C(=O)NC(C)(c3ccc(C)cc3)C2=O)cc(OC)c1OC (configuration not stated)	-0.7	0.9	-1.3	3.3	0.4	-4.9	3.6	-7.7	1.6
32	COc1cccc(NC(=O)CCc2nc(-c3cccs3)no2)c1	4.0	-2.1	10.0	17.2	5.6	3.4	-3.2	5.9	-0.2
33	CC(C)CCNC(=S)Nc1ccc(Br)cc1	-17.3	7.6	-3.6	15.6	10.9	21.5	-14.1	9.9	3.2
34	C/C(CC(=O)Nc1ccc(N(C)C)cc1)=N\NC(=O)c1ccccc1Cl	1.2	-2.0	/	-6.3	2.5	-23.0	3.0	14.6	-2.1
35	Cc1nc(SCC(=O)NC(=O)NCc2ccccc2)nc(C)c1C	4.7	-0.1	2.7	2.9	1.5	-5.7	-2.6	11.7	-1.3
36	COc1ccc(C(CNS(=O)(=O)c2ccc(C)cc2)N2CCN(C)CC2)cc1 (configuration not stated)	7.8	1.2	3.1	6.1	1.1	-7.6	-4.4	3.8	-4.6
37	COc1ccccc1[C@@H]1C(c2ccccc2)=NN(c2ccccc2)[C@H]1C(=O)N1CCOC1=O	11.2	7.6	/	-7.7	0.6	-32.4	0.8	-12.6	0.0
38	O=C(CNc1cccc(S(=O)(=O)N2CCOCC2)c1)Nc1ccccc1F	0.3	-0.3	0.6	7.2	1.9	8.3	-3.0	11.8	-0.1
39	COc1ccc(/C=C2\Oc3cc(OCC(=O)N4CCC(C(=O)O)CC4)ccc3C2=O)c(OC)c1OC	4.0	-1.0	-14.9	-1.6	0.4	-6.5	8.0	9.1	-1.2
40	COc1ccc(CCC(=O)Nc2cccc(Cl)c2)cc1	4.1	-1.3	6.2	4.2	3.0	3.4	-7.1	26.9	-3.1
41	Cc1sc2ncn(CC(=O)NCCCN3CCC(C)CC3)c(=O)c2c1S(=O)(=O)N1CCC(C)CC1	6.2	0.4	-0.4	-3.7	0.1	-6.0	9.2	25.7	-3.6
42	O=C(c1cccc(N2CCNC2=O)c1)N1CCCC(Nc2cccc(F)c2)C1 (configuration not stated)	6.3	0.2	6.2	-8.1	2.6	-10.0	-0.5	4.1	-0.1
43	NC(=O)c1ncn([C@@H]2O[C@H](CNS(=O)(=O)c3cc4ccccc4s3)[C@@H](O)[C@H]2O)n1	0.0	-1.1	/	2.6	0.9	7.8	-0.2	0.2	2.3
44	CN1CCN(c2nc(-c3ccccc3O)nc3ccccc23)CC1	0.0	-0.1	-3.6	6.4	3.0	-2.0	0.1	-17.6	-2.6
45	O=C(c1ccco1)N1CCN(c2nc3ccccc3c(=O)n2-c2ccccc2)CC1	3.3	0.8	4.7	-3.2	5.5	-19.0	-4.7	8.1	7.9
46	COC(=O)CCC(=O)OC1(C)C(=O)C=C2C=C(C3CC3)N(CCCCO)C=C2C1=O (configuration not stated)	1.1	2.1	4.9	7.5	0.9	4.1	6.9	3.1	2.6
47	Cn1c(-c2ccc(F)cc2)cnc1SCC(=O)N1CCCc2ccccc21	-2.8	-3.7	9.1	-3.5	2.4	-2.5	-1.9	7.5	-6.5
48	Cc1ccccc1NC(=O)Cc1nc(COC(=O)Cc2ccccc2F)cs1	4.2	-0.8	1.4	17.0	3.4	9.6	-5.5	6.5	-2.4
49	O=C(O)c1ccc2c(c1)ncn2C1CCCCCC1	7.1	-1.3	3.2	-0.8	4.1	4.2	-2.2	17.5	2.7
50	CC(=NNC(=O)c1ccc2nc[nH]c2c1)c1ccc(Br)cc1	-3.8	-0.3	0.0	7.5	14.1	11.7	-23.4	0.4	8.3
51	COC(=O)CN1CC(=O)N(c2ccccc2)C1=S	6.4	0.2	2.5	5.5	0.9	0.6	-1.3	5.6	3.6
52	CCCn1c2ccccc2c2cnn(CC(=O)NCCCN3CCN(c4ccccc4)CC3)c(=O)c21	-2.1	-0.5	0.4	6.0	11.4	2.5	-2.7	2.0	-6.9
53	Cc1ccc(SCCNC(=S)Nc2ccccc2)cc1	-5.5	0.7	-2.1	13.2	6.1	-2.3	-9.3	-14.8	-2.5
54	COc1ccc(-c2noc(CNS(=O)(=O)c3ccc(NC(C)=O)cc3)n2)cc1	-10.8	1.8	-9.1	9.8	1.4	3.6	0.1	-15.9	-4.2
55	Cc1c(C(=O)NCc2ccccc2)oc2ccc(S(=O)(=O)N3CCC4(CC3)OCCO4)cc12	-8.3	-0.6	6.1	11.5	9.7	11.5	-13.5	-1.8	5.4
56	O=[N+]([O-])c1ccccc1CNC(Cc1ccccc1)c1ccccc1 (configuration not stated)	-6.1	-1.8	-9.3	-0.2	-2.0	10.2	-8.2	18.9	-4.5
57	Cc1nc2c(cc1C(=O)N/N=C/c1ccc([N+](=O)[O-])cc1)c(=O)n(C)c(=O)n2C	-4.8	9.6	-3.6	5.9	0.5	0.5	-4.8	-12.2	0.3
58	CCCC(=O)C1=C(O)C(C(=O)OC)C(C)(C)CC1=NC(C)C (configuration not stated)	17.3	1.6	-1.1	-0.3	0.6	-5.2	0.3	7.9	3.3
59	Cc1nn(C(C)C(=O)NCc2cccs2)c(=O)c2nn(-c3ccccc3)c(C)c12 (configuration not stated)	1.0	-0.8	1.0	4.4	2.4	2.0	1.9	-8.0	-5.0
